Screening results: PubChem, several laboratories
Tb hexokinase: blocks Trypanosoma brucei hexokinase 1 activity; recombinant TbHK1, G6PDH-coupled NADH A340; inhibition, % at 10 µM; 220,000 compounds, 0.11% hits; AID 1430;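 active means inhibition of 50% or more in the single-dose primary screen; inactive means inhibition below 50%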
Mdm2 ligase inh: blocks human Mdm2 ubiquitin ligase activity; signal enhancement, % at 5 µM; 210,000 compounds, 0.11% hits; cell-based MDM2 ubiquitination luciferase reporter, 2 h; 0 = plate control, 100 = twice control, blank-subtracted; Q00987;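 active means signal enhancement of 30% or more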;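 further: luminescence tracks abundance of the self-degrading MDM2-luciferase fusion protein; higher signal means inhibition of MDM2 E3 ligase activity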
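System: stable MDM2–luciferase fusion reporter cells / Input: 2000 cells seeded into each well / Schedule: 4 h settle plus 2 h compound, 37 °C / Compound: single-point 5 µM / Buffer or medium: cells held in DMEM / Benchmarks: control and blank well means / Evaluation: percent signal gain over controls, blank-subtracted / Measured by: luciferase luminescence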
Runt-CBFb FRET: blocks binding of human RUNX1 Runt domain to CBFb. Q01196+Q13951. inhibition, % at 20 µM. 220,000 compounds, 0.46% hits. Cerulean-Runt/Venus-CBFb FRET ratio 530/480, 1 h. AID 1496;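 active means inhibition over about 50% at 20 µM in the single-dose screen, limit read from the data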;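 further: 0% = DMSO wells and 100% = excess unlabeled CBFb competitor control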
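Buffer or medium: Tris pH 7.5 buffer with BSA. Assay system: Cerulean-labeled Runt domain protein. Amount: each fluorescent fusion protein 100 nM. Read-out basis: loss of energy transfer signal. Incubation: 1 h compound exposure, room temperature. Probe or stimulus: Venus-CBFb binding partner, 100 nM. Detection: FRET, excitation 422 nm, emission at 530 and 480 nm.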
EBV gp42 inh: inhibitors of Epstein-Barr virus glycoprotein 42; 220,000 compounds, 0.42% hits; Q1HVG2; inhibition, % (tested at 21.74 µM); AID 1085; Fluorescence polarization binding assay, mP read-out; in the data active means inhibition above about 50%
Target sequence (Q1HVG2 whole entry, looked up): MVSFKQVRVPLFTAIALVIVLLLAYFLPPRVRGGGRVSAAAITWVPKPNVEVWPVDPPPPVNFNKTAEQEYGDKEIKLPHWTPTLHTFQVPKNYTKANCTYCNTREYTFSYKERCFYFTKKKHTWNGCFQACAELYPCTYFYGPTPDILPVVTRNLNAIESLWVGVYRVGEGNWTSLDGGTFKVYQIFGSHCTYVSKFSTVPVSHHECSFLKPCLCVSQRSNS
L929 necroptosis: L929 zVAD cell death inhibition; L929 zVAD necroptosis rescue, ATP luminescence, 24 h; with zVAD 60 µM; viability rescue, % at 10 µM; 220,000 compounds, 0.38% hits; AID 1377;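 active means activation, scaled between plate controls, above about 75%, limit read from the data; inactive means activation under that limit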;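 further: 0% = zVAD with DMSO and 100% = DMSO alone without zVAD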
14-3-3 Bad PPI: disrupts binding of bovine 14-3-3 zeta to phospho-Bad peptide; P63103; TR-FRET 14-3-3zeta/Dy647-pBad peptide displacement, 1 h; inhibition, % at 21.7 µM; 220,000 compounds, 0.71% hits;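 active means inhibition above about 70%, limit read from the data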;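 further: 0% = full 14-3-3 plus peptide FRET controls and 100% = background without 14-3-3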
Target sequence (P63103 whole entry, looked up): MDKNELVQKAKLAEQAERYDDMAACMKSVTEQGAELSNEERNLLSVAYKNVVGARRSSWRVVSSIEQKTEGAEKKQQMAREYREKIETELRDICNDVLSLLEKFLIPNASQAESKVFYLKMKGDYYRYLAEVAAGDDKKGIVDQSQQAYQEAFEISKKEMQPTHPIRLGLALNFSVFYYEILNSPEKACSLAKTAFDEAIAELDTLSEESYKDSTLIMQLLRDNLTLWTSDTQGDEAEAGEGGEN
Hck Nef HTS: blocks Nef-activated human Hck kinase. P08631. Recombinant Hck-YEEI plus Nef, Z-Lyte FRET kinase assay. inhibition, % at 20 µM. 220,000 compounds, 0.68% hits;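 active means Hck-Nef kinase inhibition above about 50%, limit read from the data; inactive means inhibition below that limit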;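 further: 0% = DMSO with Hck plus Nef and 100% = Hck alone without Nef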
Target sequence (P08631 whole entry, looked up): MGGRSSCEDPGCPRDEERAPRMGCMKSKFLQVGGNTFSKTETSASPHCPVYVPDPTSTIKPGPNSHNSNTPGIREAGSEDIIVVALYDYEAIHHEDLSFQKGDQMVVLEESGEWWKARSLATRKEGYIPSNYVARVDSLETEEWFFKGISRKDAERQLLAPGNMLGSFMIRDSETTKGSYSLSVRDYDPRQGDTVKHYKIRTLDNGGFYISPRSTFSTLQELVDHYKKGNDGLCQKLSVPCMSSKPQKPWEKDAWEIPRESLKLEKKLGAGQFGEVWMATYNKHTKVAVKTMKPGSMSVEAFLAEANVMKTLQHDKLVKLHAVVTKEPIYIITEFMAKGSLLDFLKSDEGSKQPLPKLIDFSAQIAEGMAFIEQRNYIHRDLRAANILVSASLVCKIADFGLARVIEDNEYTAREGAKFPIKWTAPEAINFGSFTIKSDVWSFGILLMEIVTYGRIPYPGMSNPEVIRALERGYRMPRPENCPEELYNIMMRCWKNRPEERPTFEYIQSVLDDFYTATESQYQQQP
p47phox inh: inhibitors of human p47phox binding; 220,000 compounds, 0.53% hits; AID 1274; inhibition, % at 24.7 µM; P14598; p47phox/p22phox peptide binding, fluorescence polarization, 2 h;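 active means inhibition above about 30%, limit read from the data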;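 further: 0% = p47phox with labelled peptide and 100% = labelled peptide alone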
Runt-SMMHC FRET: inhibitors of human RUNX1 Runt domain binding to CBFb-SMMHC; Q01196+Q13951; Cerulean-Runt/Venus-CBFb-SMMHC FRET ratio 530/480, 1 h; inhibition, % at 20 µM; 220,000 compounds, 0.74% hits;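 active means mean inhibition across duplicate retests at 20 µM reaching about 50%, limit read from the data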;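 further: 0% = DMSO wells and 100% = wells with excess untagged CBFb-SMMHC; inhibitors lower the FRET ratio by blocking Runt binding to CBFb-SMMHC; some results filed as inactive read as strong as hits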
* marks the source's active call; other numbers are inactive results; / = no result given; [ ] = dose if it differs, or a comment.

SMILES | Tb hexokinase | Mdm2 ligase inh | Runt-CBFb FRET | EBV gp42 inh | L929 necroptosis | 14-3-3 Bad PPI | Hck Nef HTS | p47phox inh | Runt-SMMHC FRET
CC1(C)Cc2c(cnn2-c2ccccc2)C(=O)/C1=N\NC(=O)c1ccccc1 | -12 | -13 | -3 | -19 | 0.1 | -2 | 0 | 1 | -1
Cn1c(=NCC(O)COc2ccccc2)sc2ccccc21 (centres undefined) | -7 | 0 | -4 | -11 | 0.9 | 2 | -1 | -10 | -4
Cc1ccc(/C=C(\NC(=O)c2ccc(C)cc2)C(=O)NCCCn2ccnc2)cc1 | -2 | 2 | 0 | -9 | 1.1 | -6 | 25 | -12 | 1
COC(=O)C1=C(C)N(c2ccc(C)c(C)c2)/C(=C/c2ccco2)C1=O | -15 | -44 | -8 | 5 | -1.6 | -3 | 7 | -29 | -8
CCCCN(CC)C(=O)c1ccc2c(c1)OCO2 | 33 | -20 | -2 | -11 | 0.2 | -10 | 3 | -3 | 0
CS(=O)(=O)N(Cc1ccccc1)c1ccc(C(=O)N2CCOCC2)cc1 | 7 | -19 | 2 | -15 | 0.1 | -4 | -6 | -11 | -2
O=C(O)CC12CC3CC(C1)CC(n1ncc(NCc4ccc(F)cc4Cl)c(Cl)c1=O)(C3)C2 | -9 | -15 | -3 | 4 | 0.4 | -11 | 4 | 6 | -2
CCC(=O)Nc1ccccc1C(=O)N1CCOCC1 | -5 | -9 | -2 | -16 | -0.9 | 13 | -14 | -11 | -2
O=C(CS(=O)(=O)c1ccccc1)NC1CCCCC1 | -2 | / | 1 | 3 | 0.4 | -1 | 5 | -6 | 1
O=C(NCC1COc2ccccc2O1)c1ccc(NC(=O)C(c2ccccc2)c2ccccc2)cc1 (centres undefined) | 20 | -4 | -1 | -4 | 2.2 | -21 | 5 | 0 | 6
CC12CCC(C/C1=N\OC(=O)c1ccc(F)cc1)C2(C)C (centres undefined) | 7 | -6 | -3 | -13 | / | -8 | -5 | -3 | 2
Cc1nn(CC(=O)Nc2cccc(S(N)(=O)=O)c2)c(C)c1[N+](=O)[O-] | 31 | -10 | 2 | -13 | 1.2 | 9 | -3 | -5 | 0
CCN(CC)CCOC(=O)c1ccc2c(c1)OCCO2 | 2 | -10 | 1 | -15 | 0.9 | 1 | 1 | -26 | 0
CC(C)(C)c1cc(C(=O)N/N=C/c2ccc([N+](=O)[O-])s2)n[nH]1 | -21 | -6 | -3 | 2 | 20 | -15 | 14 | -16 | -11
Nc1nc(F)cc(N2CCCCCC2)n1 | -8 | -20 | 0 | 5 | 9.7 | -13 | 20 | -14 | 5
CCN(CC)P(=O)(C(NC(=O)OC)C(F)(F)C(F)(F)C(F)(F)C(F)F)N(CC)CC (centres undefined) | 7 | -7 | -5 | 1 | 0.1 | 0 | -1 | -9 | 1
COc1ccc(/C=C/C(=O)C2CC2)cc1COc1cccc(C)c1C | -24 | -6 | 0 | -2 | 0.6 | 1 | 6 | -5 | -1
CCN(CC(=O)NC(=O)NCc1ccco1)Cc1nc2ccccc2c(=O)[nH]1 | 6 | -4 | 6 | 5 | -0.2 | -11[fluorescence artefact?] | 1 | -7 | -2
CCOc1cccc(C2C(C(=O)c3ccco3)=C(O)C(=O)N2Cc2ccncc2)c1 (centres undefined) | -10 | -18 | 3 | -1 | 0.5 | -8[fluorescence artefact?] | 1 | 5 | 2
O=C(CSc1ccccc1)Nc1nnc(/C=C/c2ccccc2)s1 | -20 | -4 | 0 | -9 | 1.7 | 2[fluorescence artefact?] | 5 | -7 | -1
O=C(CNC(=O)c1ccccc1Br)N/N=C/c1ccccc1O | -3 | -18 | 2 | -17 | 5.2 | -9 | 9 | 3 | 6
CCOc1ccc2ccccc2c1CNCCN1CCOCC1 | 0 | -11 | -1 | -5 | -0.2 | 59 | 0 | 0 | 0
Nc1nc2c(s1)CCc1c-2cnn1-c1ccccc1 | 39 | -19 | 30 | -18 | 3.0 | 0 | -2 | -2 | 32
Cc1ccc(Cl)cc1NC(=S)N(CCCN1CCOCC1)Cc1ccco1 | -4 | -1 | 1 | -12 | -0.2 | -2 | 3 | -19 | 1
CCCc1cc(=O)c2c(O)cccc2o1 | -2 | 0 | 2 | -4 | -1.3 | -2 | 8 | -3 | -2
CCOC(=O)CCc1c(C)c2ccc(OCc3nn[nH]n3)cc2oc1=O | -16 | -10 | 0 | -9 | -0.6 | 29 | 2 | -11 | 2
COc1cc(Cl)cc(C2NC(=O)NC(C)=C2C(C)=O)c1OCC(=O)O (centres undefined) | -1 | -5 | 0 | -17 | 0.9 | -4 | -1 | -19 | -4
CCOC(=O)N1CCC(N2C(=O)c3ccccc3C2Nc2ccc(C)cc2)CC1 (centres undefined) | -4 | -12 | -2 | -9 | -0.3 | 8 | 0 | -15 | 0
O=C(/C=C/c1ccccc1[N+](=O)[O-])N1CCN(c2ccc(F)cc2)CC1 | -4 | -4 | 0 | -14 | 22 | -7 | 16 | 5 | 2
Cc1cccc(OCC(=O)Nc2cc(C)ccc2O)c1 | 5 | -11 | 1 | -4 | 0.8 | -11 | 0 | -27 | 3
Cn1c(C(=O)Nc2ccccc2)cc2sccc21 | -7 | -20 | -1 | 6 | 0.0 | 2 | 0 | -6 | 2
NS(=O)(=O)c1ccc(NC(=O)CSc2ccccc2)cc1 | 3 | 4 | 1 | -2 | 3.6 | -15 | 20 | -16 | -60
Cc1ccc2nc(SC(C)C(=O)Nc3cccc([N+](=O)[O-])c3)[nH]c2c1 (centres undefined) | 20 | 6 | 2 | 6 | 1.3 | -10[fluorescence artefact?] | 5 | -15 | -2
CCCCc1ccc(S(=O)(=O)Nc2ccc(C)c(NS(C)(=O)=O)c2)cc1 | 0 | -3 | 4 | 1 | -0.4 | -1 | -1 | 9 | 2
Cn1c(SCC(=O)N2CCOCC2)nnc1-c1ccccc1 | -7 | -3 | 0 | -43 | 1.1 | 21[fluorescence artefact?] | 7 | -6 | 1
O=C(Cc1ccc(S(=O)(=O)N2CCCC2)s1)N1CCOCC1 | 6 | 29 | 4 | -8 | -0.4 | 6 | 0 | -9 | 2
COC(=O)NC(=S)N1CCOCC1 | -4 | 7 | 0 | 2 | 0.3 | 5 | 6 | -8 | 1
O=C(NCc1ccccn1)NC12CC3CC(CC(C3)C1)C2 | -6 | -12 | -1 | 0 | -0.2 | -4[fluorescence artefact?] | -21 | -2 | -1
CCOc1ccc(NC(=O)COC(=O)CCCc2c[nH]c3ccccc23)cc1 | -7 | -3 | -4 | -16 | 0.2 | -16 | 0 | -16 | -14
Cn1c(=O)c2c(nc3sccn32)n(C)c1=O | -5 | / | 4 | -1 | 0.1 | -10[fluorescence artefact?] | 1 | 17 | -10
COc1cc(SC)ccc1C(=O)N1CCN(c2ccccc2F)CC1 | -6 | -13 | -1 | -4 | 0.2 | -14 | 22 | -3 | 0
S=c1[nH]nc(Cc2ccccc2)n1Cc1ccco1 | 0 | -8 | 14 | -5 | 0.5 | -22[fluorescence artefact?] | 0 | -6 | 6
COC(=O)c1ccc(NC(=O)CSc2nccn2CCc2ccccc2)cc1 | -7 | -10 | -1 | 15 | 0.6 | -2 | -1 | 4 | 1
Cc1ccc(S(=O)(=O)C2(C(=O)Nc3ccc(Br)cc3)CC2)cc1 | 4 | -5 | -2 | -18 | 0.4 | -7 | 16 | -4 | -1
COc1cccc(Nc2nnc(SCn3nnc4ccccc4c3=O)s2)c1 | 2 | -10 | 0 | -8 | -0.4 | 0 | -1 | -9 | 1
Cc1[nH]n(-c2ccc(Cl)cc2)c(=O)c1/C=N/c1nnc(-c2ccccc2)s1 | 17 | -2 | 0 | -4 | 0.2 | -6 | 7 | -2 | 2
COc1ccc(NC(=O)c2sccc2SCc2cccc(C(F)(F)F)c2)cc1 | 2 | -1 | -1 | 2 | -0.2 | 7[fluorescence artefact?] | 1 | -3 | -2
CC(C)N(CC(N)=O)C(=O)c1sc2cc(F)ccc2c1Cl | -1 | -9 | -2 | -11 | 0.6 | 0 | 15 | -14 | 1

Limited to Runt-CBFb FRET, L929 necroptosis and Runt-SMMHC FRET, for 3 of the compounds above:
compound	Runt-CBFb FRET	L929 necroptosis	Runt-SMMHC FRET
CCOc1ccc(NC(=O)COC(=O)CCCc2c[nH]c3ccccc23)cc1	-4	0.2	-14
COc1cc(SC)ccc1C(=O)N1CCN(c2ccccc2F)CC1	-1	0.2	0
S=c1[nH]nc(Cc2ccccc2)n1Cc1ccco1	14	0.5	6

Next results:
SMILES | Tb hexokinase | Mdm2 ligase inh | Runt-CBFb FRET | EBV gp42 inh | L929 necroptosis | 14-3-3 Bad PPI | Hck Nef HTS | p47phox inh | Runt-SMMHC FRET
O=C(O)c1ccc(NC(=S)NC(=O)c2cccc(COc3ccccc3)c2)cc1 | 0 | -8 | -1 | 11 | 2.3 | -7 | 23 | -15 | 0
Cc1nc(N2CCN(c3ccccc3)CC2)nc2c1C(=O)CCC2 | -1 | -7 | 0 | -20 | -0.1 | 2 | 2 | 3 | -5
Cc1ccc(Cl)cc1Nc1nc(-c2sc(NC(=O)c3cccc(Cl)c3)nc2C)cs1 | -79 | -11 | 8 | -10 | -0.1 | 89* | 8 | -26 | 1
Cc1ccc(Sc2ncccc2C(=O)O)c(C)c1 | 0 | -12 | -1 | -3 | 1.2 | -6 | 3 | -2 | -2
Cc1cc(C)nc(NC2=NCCN2C(=S)Nc2ccc(C)c(C)c2)n1 | -11 | 7 | 3 | -10 | 0.5 | -14 | 8 | -3 | -5
Cc1cccc(C)c1NC(=O)NN1C(C)CCCC1C (centres undefined) | 2 | -9 | -1 | -9 | 0.3 | -4 | -32 | 3 | -3
Cc1cccc(Oc2ncc(-c3ccc(Cl)cc3)cn2)c1C | 0 | -19 | 1 | -2 | 1.3 | 60 | -3 | -18 | -4
CC(C)(C)C(=O)Nc1ccc(N2CCN(c3ccc(C(F)(F)F)cn3)CC2)nc1 | -5 | -20 | 1 | -28 | 1.0 | -17 | 12 | -14 | 2
O=C(COc1ccccc1)NCCSCc1ccco1 | 9 | -3 | 3 | 6 | -0.6 | 8 | 4 | -14 | 3
CCc1cccc2cc3c(N)c(C(=O)Nc4ccc(S(=O)(=O)N5CCCC5)cc4)sc3nc12 | -18 | 6 | 24 | 81* | 19 | -4 | 0 | -35 | -80
O=C(COC(=O)C12CC3CC(CC(C3)C1)C2)Nc1ccc(OC(F)F)cc1 | 2 | -2 | 1 | -13 | -0.1 | -1 | -1 | -10 | -5
Cn1ccc(-c2ccccc2)n1 | -5 | -8 | 0 | -4 | 1.6 | -4 | 11 | -1 | -3
O=S(=O)(c1ccc2c(c1)CCCN2)N1CCCC2CCCCC21 (centres undefined) | -6 | -1 | 1 | 1 | 0.0 | -4 | 2 | 2 | 1
Cc1cc(C)c2cccc(NC(=S)NC(=O)c3ccccc3)c2n1 | 0 | -1 | -2 | -21 | 0.2 | -3 | 1 | -11 | -58

Two successive records from above:
SMILES | Tb hexokinase | Mdm2 ligase inh | Runt-CBFb FRET | EBV gp42 inh | L929 necroptosis | 14-3-3 Bad PPI | Hck Nef HTS | p47phox inh | Runt-SMMHC FRET
O=S(=O)(c1ccc2c(c1)CCCN2)N1CCCC2CCCCC21 (centres undefined) | -6 | -1 | 1 | 1 | 0.0 | -4 | 2 | 2 | 1
Cc1cc(C)c2cccc(NC(=S)NC(=O)c3ccccc3)c2n1 | 0 | -1 | -2 | -21 | 0.2 | -3 | 1 | -11 | -58
